Screens deposited in PubChem BioAssay by Broad Institute.
CFTR F508del cor: CFTR F508del correction in bronchial cells; AID 720511; 350,000 compounds, 0.36% hits; CFBE cells, YFP halide quenching; stimulated with forskolin plus potentiator P3; % fluorescence drop versus neutral controls; activity (quench increase), % at 7.58 µM;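 active = mean added fluorescence quench of at least 8% versus neutral control, with both replicates also reaching 8%; inconclusive = only one of the mean or replicate conditions met; inactive = mean below 8% and not both replicates reaching 8%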;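 also: cells transiently co-express mutant CFTR-F508del with the halide-sensitive YFP; corrector assay measuring rescue of mutant channel to the surface after 24 h compound exposure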
DENV2 CPE rescue: DENV2-induced cell death inhibition | 350,000 compounds, 1.7% hits | CPE inhibition, % at 9.99 µM | AID 651640 | DENV2-infected cells, cytopathic effect rescue, plate reader; in the data active = CPE inhibition above about 20%, passing the limit was not always enough; inconclusive = no clear call, values can overlap the other calls; tested in BHK-21 cells;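 also: 0% = median of neutral control wells and 100% = median of positive control wells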
ERp5 block: inhibitors of human ERp5. AID 651711. ERp5 insulin aggregation, absorbance 650 nm, 90 min. 350,000 compounds, 0.05% hits. inhibition, % at 9.99 µM;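 active = mean replicate inhibition above about 25%, with every replicate also reaching it, limit read from the data, passing the limit was not always enough; inconclusive = only one of those two criteria met; inactive = neither criterion met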
ERAP1 inh: inhibitors of human ERAP1 aminopeptidase. recombinant ERAP1, Leu-AMC fluorescence, 60 min. 340,000 compounds, 0.15% hits. Q9NZ08. inhibition, % at 10.7 µM;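 active = mean replicate inhibition of at least 30%, or all replicates individually reaching that 30% level; inactive = mean below 30% and not every replicate reaching it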;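 also: 0% = neutral control wells and 100% = L-leucinethiol positive control wells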
Target sequence (Q9NZ08 whole entry, looked up): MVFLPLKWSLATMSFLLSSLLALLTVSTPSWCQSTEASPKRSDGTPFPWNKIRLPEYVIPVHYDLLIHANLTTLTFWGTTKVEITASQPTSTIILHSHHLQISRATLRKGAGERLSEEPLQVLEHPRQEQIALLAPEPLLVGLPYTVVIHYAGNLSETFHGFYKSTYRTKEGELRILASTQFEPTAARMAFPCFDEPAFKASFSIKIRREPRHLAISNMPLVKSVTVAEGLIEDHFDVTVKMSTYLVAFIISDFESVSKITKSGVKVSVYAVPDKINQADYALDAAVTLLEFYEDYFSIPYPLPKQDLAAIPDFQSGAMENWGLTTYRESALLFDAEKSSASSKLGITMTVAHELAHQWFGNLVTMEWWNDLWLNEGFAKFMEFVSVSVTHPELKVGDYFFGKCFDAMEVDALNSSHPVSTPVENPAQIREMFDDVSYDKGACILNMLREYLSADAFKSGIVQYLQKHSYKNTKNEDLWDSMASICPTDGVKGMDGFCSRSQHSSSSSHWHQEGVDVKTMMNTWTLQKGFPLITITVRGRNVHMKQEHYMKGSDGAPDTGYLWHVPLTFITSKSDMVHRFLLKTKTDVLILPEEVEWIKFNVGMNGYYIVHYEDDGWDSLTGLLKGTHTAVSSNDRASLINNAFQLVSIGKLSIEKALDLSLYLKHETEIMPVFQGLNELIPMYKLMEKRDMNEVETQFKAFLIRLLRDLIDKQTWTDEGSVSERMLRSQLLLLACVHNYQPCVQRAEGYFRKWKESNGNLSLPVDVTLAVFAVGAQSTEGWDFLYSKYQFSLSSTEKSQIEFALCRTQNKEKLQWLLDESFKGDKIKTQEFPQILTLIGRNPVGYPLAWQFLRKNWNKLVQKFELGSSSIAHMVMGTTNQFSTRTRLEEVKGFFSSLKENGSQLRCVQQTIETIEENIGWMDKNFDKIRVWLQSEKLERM
miR-122 sensor: blocks miR-122 activity in Huh7 sensor cells; Huh7 miR-122 Renilla luciferase sensor, 48 h; neutral wells = 0, positive control = 100; activation (reporter increase), % at 12.5 µM; 340,000 compounds, 0.3% hits;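 active = mean replicate activation score at least 90 and every replicate individually at or above 90; inconclusive = only one of the two criteria met; inactive = neither criterion met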;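 also: higher luciferase means less miR-122 activity so hits act as miR-122 inhibitors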
SIRT5 inh: blocks human SIRT5 desuccinylation of peptide; Q9NXA8; 330,000 compounds, 1.1% hits; inhibition, % at 15 µM; AID 652115; Purified SirT5, succinyl-peptide AMC, trypsin-coupled fluorescence; in the data active = inhibition above about 15%; inconclusive = no clear call, values can overlap the other calls
CASP6 VEID inh: blocks human caspase-6 cleavage activity; AID 686996; inhibition, % at 12.5 µM; 350,000 compounds, 0.53% hits; purified caspase-6, Z-VEID-R110 cleavage fluorescence;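 active = mean inhibition across replicates at least about 35%, with every replicate also reaching that limit, limit read from the data; inconclusive = only one of the two criteria met; inactive = neither criterion met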;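 also: 0% = median of neutral control wells and 100% = no fluorescence left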
* = called active by the depositor; ? = inconclusive; . = not tested or not shown; & = joins results of further samples; [ ] = dose if it differs, or a comment.

no.	compound	CFTR F508del cor	DENV2 CPE rescue	ERp5 block	ERAP1 inh	miR-122 sensor	SIRT5 inh	CASP6 VEID inh
1	CN(C)C(=O)c1ccc(-c2ccc([C@H]3[C@H](C#N)N(C(=O)Cc4ccccn4)[C@H]3CO)cc2)cc1	-2.2	5	-7	-3	.	3	1
2	Cc1ccc(OCCOCCN(C)C)c(Cl)c1	.	-5	-1	0	.	-2	1
3	Cc1ccccc1S(=O)(=O)N1[C@H](C#N)[C@@H](c2ccc(-c3ccccc3)cc2)[C@@H]1CO	2.7	-9	-10	0	.	11	0
4	C[C@@H]1CN([C@H](C)CO)C(=O)c2cc(NC(=O)Nc3cccc4ccccc34)ccc2O[C@H]1CN(C)Cc1ccc(C(F)(F)F)cc1	-2.0&3.4	8&7	11&-2	1&-5	-4[16.7 µM]	6&-2	-2&-3
5	COc1ccc(NC(=O)Nc2ccc3c(c2)C(=O)N([C@H](C)CO)C[C@@H](C)[C@H](CN(C)S(C)(=O)=O)OCCCC[C@H](C)O3)cc1	-0.4	5	-3	1	1[16.7 µM]	-5	1
6	COc1ccc(S(=O)(=O)Nc2ccc3c(c2)C(=O)N([C@H](C)CO)C[C@H](C)[C@@H](CN(C)Cc2ccncc2)OCCCC[C@H](C)O3)cc1	0.1	-9	4	0	4[16.7 µM]	-3	0
7	Cc1sc2ncnc(N3CCC(C(=O)NNC(=O)COc4ccccc4F)CC3)c2c1C	-1.4	13	2	0	-7	-2	-1
8	C[C@@H]1CCCCO[C@H](CN(C)S(=O)(=O)c2ccccc2)[C@H](C)CN([C@@H](C)CO)C(=O)c2cc(NC(=O)CCCN(C)C)ccc2O1	-0.5	-3	1	-5	-8[16.7 µM]	-4	0
9	CC1(C)CC(=O)C(C=NCCc2ccccn2)=C(O)C1	-3.3	.	0	2	-6	0	-2
10	C[C@H]1CN([C@@H](C)CO)C(=O)CCCn2nncc2CO[C@H]1CN(C)S(=O)(=O)c1ccc(C#N)cc1	-7.1	-2	3	-2	2	0	1
11	Cc1ccc(C(=O)CSc2nc(C(C)C)nc3ccccc23)cc1	-2.4	1	5	1	.	-1	1
12	CCOc1ccc(-c2c(=O)n(OCc3ccc([N+](=O)[O-])cc3)c3ccccc3[n+]2[O-])c(OCC)c1	1.2	4	-7	1	3	-3	-2
13	Cc1cccc(OCCCC(=O)Nc2ccc(S(N)(=O)=O)cc2)c1	-0.9	13	3	-1	-2	-6	0
14	COC(=O)NC1CC2C=CC1C1C=CC21 (stereo not given)	1.3	-7	-6	-4	.	.	-2
15	C[C@@H]1CN([C@@H](C)CO)C(=O)c2cc(NC(=O)C3CCCCC3)ccc2O[C@@H](C)CCCCO[C@@H]1CN(C)C(=O)c1ccncc1	-1.7	-11	-1	-2	-5[16.7 µM]	-4	-1
16	COc1ccc(-c2ccc(CN3C(CC(C)C)C(=O)N(Cc4cn(Cc5ccco5)nn4)CCS3(=O)=O)cc2)cc1OC (stereo not given)	1.9	6	3	1	-3	-3	3
17	CCCc1cc(=O)[nH]c(SCC(=O)Nc2oc(C)c3c(C)n[nH]c(=O)c23)n1	2.7	-8	-5	-2	5	0	4
18	O=C(/C=C/c1ccccc1Cl)Nc1ccc(Cl)cn1	-0.8	.	4	-1	.	-3	-5
19	Cc1ccccc1C(=O)Nc1ccnn1C1CCN(Cc2ccccn2)CC1	1.4	1	6	-2	.	-3	-4
20	COc1cc(-n2c(C)nc3cc(C(=O)NCC4CCCO4)ccc32)cc(OC)c1OC (stereo not given)	-0.1	-1	3	0	-3	-1	-1
21	COc1ccc(Cc2c(C3CCCCC3)nc3ccc(C)cn23)c(C)c1	-1.0	4	-6	.	.	0	-4
22	CN1C(=O)C(CCC(N)=O)NC1=S (stereo not given)	0.1	-3	.	-1	2	-1	-2
23	C[C@H](CO)N1C[C@H](C)[C@H](CN(C)Cc2cncnc2)Oc2cc(C3=CCCCC3)ccc2S1(=O)=O	-1.4	30*	-9	0	-2[16.7 µM]	5	3
24	O=C(CCN1CCOCC1)NNC(=S)NC(=O)c1ccccc1	1.0	-1	2	10	2	-5	1
25	COc1ccc(OCCCC(=O)NNC(=O)CCN2CCN(c3ccccc3)CC2)cc1	0.4	3	-1	3	.	-2	-1
26	COC(=O)C1=C(C)N(Cc2ccccc2C(F)(F)F)C(=NCc2ccccc2)NC1c1ccc(C(F)(F)F)cc1 (stereo not given)	0.2	0	-3	5	.	-1	-1
27	O=C(N=C1SC2CS(=O)(=O)CC2N1CCc1ccc(F)cc1)C1CCCCC1 (stereo not given)	-3.0	4	1	-3	-3	-1	-2
28	CC1CCC2(CC1)NC(=O)N(CC(=O)Nc1ccc3[nH]c(=O)[nH]c3c1)C2=O (stereo not given)	-7.0	-10	17	-2	-2	-4	1
29	COc1ccccc1-c1cn(C(C)(C)C)nc1C	.	-2	3	0	.	-8	-2
30	O=C(COc1ccc2ccc(=O)oc2c1)Nc1ccc(CCO)cc1	1.8	1	2	-2	2	3	4
31	COc1ccc(CCNC(=O)C(NC(=O)OCc2ccccc2)C(C)C)cc1OC (stereo not given)	0.0	-1	0	6	.	-3	0
32	CN1C(=O)c2cc(NS(=O)(=O)c3ccccc3Cl)ccc2OC[C@H]2O[C@@H](CC(=O)O)CC[C@H]21	-1.0	17	1	1	-2[16.7 µM]	0	-1
33	N#CCCn1cc(C(=O)Nc2ccccc2Br)c(-c2cccs2)n1	1.0	-3	0	-1	.	-3	0
34	Cc1ccsc1CN(C)CC(=O)Nc1cccc(S(=O)(=O)N(C)c2ccccc2)c1	-0.1	7	-1	-5	.	-5	1
35	O=C(Cc1c(F)cccc1Cl)Nc1ccc(S(=O)(=O)N2CCCC2)cc1	3.1	1	3	0	2	1	2
36	C[C@H]1CN([C@@H](C)CO)C(=O)Cc2cc(NS(=O)(=O)c3cn(C)cn3)ccc2O[C@H]1CN(C)Cc1ccc(-c2ccccc2)cc1	-1.5	6	6	0	10[16.7 µM]	0	0
37	Cc1ccc2[nH]c(=O)c(CN(CCO)C(=O)N(C)C)cc2c1	.	.	0	-5	-1	-1	-3
38	CC(C)(O[C@@H]1O[C@H](CO)[C@@H](O)[C@H](O)[C@H]1O)[C@H]1Cc2cc3ccc(=O)oc3cc2O1	-2.4	?	-5	-3	.	.	3
39	O=C(NC[C@@H]1CC[C@@H]2[C@@H](CN2S(=O)(=O)c2ccccc2[N+](=O)[O-])O1)Nc1ccccc1	-0.8	5	-3	1	.	2	-2
40	COc1cc(C(=O)NC(C)C2CC3CCC2C3)cc(OC)c1OC (stereo not given)	-0.6	-1	1	-3	1	-2	2
41	Cc1ccc(S(=O)(=O)c2nc(NCCN(C)C)sc2Cl)cc1	.	.	4	2	11	-6	-26
42	O=C(Nc1nc(-c2ccccn2)cs1)c1cccc(S(=O)(=O)N2CCOCC2)c1	3.5	1	-1	1	31	-1	8
43	O=C(CSc1nnc(Cc2ccccc2)o1)N1CCOCC1	-2.9	5	-2	-2	.	0	1
44	Cc1cccc(S(=O)(=O)N2CC[C@@H]3[C@@H](CO)Nc4ccc(C#Cc5ccc(F)cc5)cc4[C@@H]32)c1	3.1	-6	4	3	-5[16.7 µM]	2	-1
45	O=[N+]([O-])c1cccc(N2Cc3ccccc3C2)c1	-0.8	-3	5	-2	-5	-2	-4
46	S=C(N/N=C/c1ccco1)NC1CC2CCC1C2 (stereo not given)	-1.2	-3	4	-1	4	-3	6
47	CCOC(=O)Cn1c(=O)oc2cc(S(=O)(=O)Nc3c(C)cc(C)cc3C)ccc21	-3.1	16	-2	-2	3	-1	-4
48	C[C@H]1CN([C@@H](C)CO)C(=O)Cc2cc(NC(=O)c3ccncc3)ccc2O[C@@H]1CN(C)Cc1ccc(Oc2ccccc2)cc1	-0.2	6	-8	-3	-3[16.7 µM]	2	8
49	COc1ccc(C2=NOC(Cn3nc(-c4ccccc4)cc3C(=O)NCc3ccccc3OC)C2)cc1 (stereo not given)	0.1	4	1	-1	9	-2	1
50	O=C(CNC(=O)c1ccc(OC(F)F)cc1)NCC1(N2CCOCC2)CCCCC1	-2.1	0	-4	-1	-4	2	-1

Other entries
no.	compound	CFTR F508del cor	DENV2 CPE rescue	ERp5 block	ERAP1 inh	miR-122 sensor	SIRT5 inh	CASP6 VEID inh
51	CCC(=O)N(C)C[C@H]1Oc2ncc(-c3cccc(OC)c3)cc2C(=O)N([C@@H](C)CO)C[C@@H]1C	4.3	8	-6	-3	-1[16.7 µM]	1	1
52	Cc1noc(C)c1S(=O)(=O)Nc1ccc2c(c1)C(=O)N([C@@H](C)CO)C[C@H](C)[C@@H](CN(C)Cc1ccncc1)OCCCC[C@@H](C)O2	2.3	22*	2	-3	13[16.7 µM]	1	1
53	COc1ccc(CCNC(=O)[C@@H](NC(N)=O)C(C)C)cc1	1.3	6	-1	2	.	-1	2
54	N#C[C@@H]1[C@H](c2ccc(C3=CCCC3)cc2)[C@H](CO)N1C(=O)NC1CCCC1	-1.9	-19	1	1	.	-1	-2
55	COC(=O)C1CCCN1S(=O)(=O)c1ccccc1NC(=O)c1cc(OC)c(OC)c(OC)c1 (stereo not given)	-3.0	-1	2	0	4	-4	0
56	CCN(C(=O)COC(=O)/C=C/c1cccc([N+](=O)[O-])c1)c1ccccc1	3.7	-3	-1	-2	.	.	-2
57	CC(C)(C)c1ccc(/C=C/C(=O)N2CCc3ccccc3C2)cc1	0.3	-3	3	7	-1	14	3
58	C[C@@H]1CN([C@H](C)CO)C(=O)c2cc(NC(=O)NC3CCCCC3)ccc2O[C@H]1CN(C)C(=O)Nc1ccccc1	1.7	1	2	0	18[16.7 µM]	6	2
59	Cc1c(OC(C)C(=O)N2C[C@H]3C[C@@H](C2)c2cccc(=O)n2C3)ccc2c3c(c(=O)oc12)CCCC3 (stereo not given in full)	-2.2	?	3	1	-13	0	1
60	O=C(N/C(=C/c1cccc([N+](=O)[O-])c1)C(=O)N1CCOCC1)c1ccc(Br)cc1	0.0	-7	-3	2	-1	2	-4
61	CCN(CC)CCCN1C=C2C(=O)C(C)(OC(=O)C3CCCC3)C(=O)C=C2C=C1c1ccsc1 (stereo not given)	0.0	-15	2	1	-2	3	-15

Ten structures from above, ordered by SMILES length, descending.
no.	compound	CFTR F508del cor	DENV2 CPE rescue	ERp5 block	ERAP1 inh	miR-122 sensor	SIRT5 inh	CASP6 VEID inh
5	COc1ccc(NC(=O)Nc2ccc3c(c2)C(=O)N([C@H](C)CO)C[C@@H](C)[C@H](CN(C)S(C)(=O)=O)OCCCC[C@H](C)O3)cc1	-0.4	5	-3	1	1[16.7 µM]	-5	1
58	C[C@@H]1CN([C@H](C)CO)C(=O)c2cc(NC(=O)NC3CCCCC3)ccc2O[C@H]1CN(C)C(=O)Nc1ccccc1	1.7	1	2	0	18[16.7 µM]	6	2
23	C[C@H](CO)N1C[C@H](C)[C@H](CN(C)Cc2cncnc2)Oc2cc(C3=CCCCC3)ccc2S1(=O)=O	-1.4	30*	-9	0	-2[16.7 µM]	5	3
60	O=C(N/C(=C/c1cccc([N+](=O)[O-])c1)C(=O)N1CCOCC1)c1ccc(Br)cc1	0.0	-7	-3	2	-1	2	-4
21	COc1ccc(Cc2c(C3CCCCC3)nc3ccc(C)cn23)c(C)c1	-1.0	4	-6	.	.	0	-4
30	O=C(COc1ccc2ccc(=O)oc2c1)Nc1ccc(CCO)cc1	1.8	1	2	-2	2	3	4
24	O=C(CCN1CCOCC1)NNC(=S)NC(=O)c1ccccc1	1.0	-1	2	10	2	-5	1
45	O=[N+]([O-])c1cccc(N2Cc3ccccc3C2)c1	-0.8	-3	5	-2	-5	-2	-4
18	O=C(/C=C/c1ccccc1Cl)Nc1ccc(Cl)cn1	-0.8	.	4	-1	.	-3	-5
29	COc1ccccc1-c1cn(C(C)(C)C)nc1C	.	-2	3	0	.	-8	-2
